# CRFR2-BP ag: agonists of human CRF-binding protein/CRF-R2 receptor complex; HEK293 CRF-R2/CRF-BP, calcium dye fluorescence (FLIPR); percent of saturating CRF peptide response; actives 0.46% (n = 350,000); activation, % at 13.2 µM; AID 588473;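 active = activation of at least 50%, plus an integration ratio under a set limit after plate pattern correction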;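 note: plate controls were neutral control wells without compound for no effect and CRF at EC100 for full effect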
# M1 PAM: potentiates human M1 receptor response to acetylcholine; activation, % at 3 µM; actives 0.088% (n = 360,000); AID 588819; CHO-K1 hM1, Fluo-8 calcium fluorescence, ACh EC20; 0% = ACh EC20, 100% = maximal ACh; in the data active = activation above about 19%, passing the limit was not always enough
# Target sequence (P11229 whole entry, looked up): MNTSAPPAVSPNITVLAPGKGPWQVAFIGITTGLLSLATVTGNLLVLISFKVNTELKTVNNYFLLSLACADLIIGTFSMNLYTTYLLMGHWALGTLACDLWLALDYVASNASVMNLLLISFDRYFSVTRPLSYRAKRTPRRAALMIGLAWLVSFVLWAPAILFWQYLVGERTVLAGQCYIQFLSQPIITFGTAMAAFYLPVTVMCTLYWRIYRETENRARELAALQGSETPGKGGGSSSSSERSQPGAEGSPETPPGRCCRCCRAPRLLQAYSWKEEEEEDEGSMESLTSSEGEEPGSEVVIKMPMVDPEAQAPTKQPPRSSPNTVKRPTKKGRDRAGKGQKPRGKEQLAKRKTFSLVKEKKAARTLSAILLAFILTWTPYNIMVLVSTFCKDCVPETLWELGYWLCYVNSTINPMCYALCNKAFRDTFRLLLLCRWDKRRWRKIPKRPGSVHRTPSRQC
# M5 PAM: CHRM5 positive allosteric modulation. CHO-K1 hM5, Fluo-8 calcium, ACh EC20 PAM; 0% = ACh EC20, 100% = ACh EC100. activation, % at 3 µM. actives 0.3% (n = 360,000);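 active = activation above the run cutoff, the mean activation of all test compounds plus 3 SD, cut at about 18% in these data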
#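 Probe or stimulus: acetylcholine, EC20 level; Assay system: human M5 receptor in CHO-K1 cells; Schedule: compound preincubation 140 s before EC20 acetylcholine addition; Technique: intracellular calcium via Fluo-8 fluorescence; Dosing: single-point, 3 µM nominal; Read-out basis: percent activation from peak-over-basal fluorescence ratio, scaled EC20-to-EC100 acetylcholine; Repeats: one well per compound, no replicates.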
# CHRM5 antagonist: CHRM5 antagonism in calcium assay. P08912. inhibition, % at 3 µM. actives 0.59% (n = 360,000). CHO-hM5 cells, Fluo-8 calcium fluorescence, ACh EC80. AID 624040;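 active = inhibition above a per-plate cutoff, the mean of that plate's test compounds plus 3 SD, cut at about 27% in these data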;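 note: 0% = acetylcholine EC80 with DMSO and 100% = DMSO without agonist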
# CHRM1 antagonist: antagonists of human M1 muscarinic receptor | P11229 | AID 588852 | actives 1.3% (n = 360,000) | inhibition, % at 3 µM | CHO-K1 hM1, Fluo-8 calcium fluorescence, ACh EC80 antagonist;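 active = percent inhibition above its own plate's cutoff, namely the mean of that plate's compound wells plus 3 SD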;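 note: peak over basal fluorescence ratio during 140 s after agonist addition; 0% = ACh EC80 plus DMSO and 100% = DMSO alone without agonist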
# CHRM4 antagonist: blocks acetylcholine activation of human M4 receptor | P08173 | CHO-hM4 cells, ACh EC80, Fluo-8 calcium fluorescence | inhibition, % at 3 µM | actives 0.73% (n = 360,000) | AID 624125;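 active = inhibition above its plate's cutoff, the mean inhibition of sample wells plus 3 SD, cut at about 27% in these data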;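 note: 0% = acetylcholine EC80 with DMSO and 100% = DMSO without agonist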
# Target sequence (P08173 whole entry, looked up): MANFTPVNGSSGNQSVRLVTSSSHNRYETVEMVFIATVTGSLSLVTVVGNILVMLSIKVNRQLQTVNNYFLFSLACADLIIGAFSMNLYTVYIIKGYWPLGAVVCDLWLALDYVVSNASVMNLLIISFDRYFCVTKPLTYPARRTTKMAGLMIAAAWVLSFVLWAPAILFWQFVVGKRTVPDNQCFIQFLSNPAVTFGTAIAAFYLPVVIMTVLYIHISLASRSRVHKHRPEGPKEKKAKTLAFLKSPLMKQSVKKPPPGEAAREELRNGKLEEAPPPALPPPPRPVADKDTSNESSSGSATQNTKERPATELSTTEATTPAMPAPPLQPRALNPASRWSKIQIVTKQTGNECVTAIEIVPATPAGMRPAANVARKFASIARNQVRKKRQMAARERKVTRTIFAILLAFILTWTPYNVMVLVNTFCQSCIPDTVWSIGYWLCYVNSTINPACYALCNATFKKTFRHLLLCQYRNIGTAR
# M4 PAM: positive allosteric modulators of human muscarinic M4 receptor | CHO-K1 hM4/Gqi5, Fluo-8 calcium fluorescence, ACh EC20; 0% = ACh EC20, 100% = maximal ACh | actives 0.4% (n = 360,000) | AID 624126 | activation, % at 3 µM;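 active = activation above its plate's cutoff, the mean activation of sample wells plus 3 SD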; note: some results filed as inactive read as strong as hits
# M5 ag: CHRM5 agonism in calcium assay. AID 624037. CHO-K1 hM5 cells, Fluo-8 calcium fluorescence; 0% DMSO wells, 100% maximal acetylcholine response. P08912. activation, % at 3 µM. actives 0.19% (n = 360,000);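 active = activation above the run's mean over test compounds plus 3 SD, cut at about 23% in these data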;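 note: signal is peak over basal fluorescence ratio across the kinetic read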
# CHRM4 agonist: CHRM4 agonism in calcium assay; activation, % at 3 µM; CHO-K1 hM4/Gqi5, Fluo-8 calcium fluorescence; vehicle 0%, full acetylcholine response 100%; actives 0.14% (n = 360,000); AID 624127;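 active = activation above the run mean over all test wells plus 3 SD, cut at about 32% in these data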;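 note: peak over basal fluorescence ratio per well then scaled between controls; 0% = DMSO wells and 100% = acetylcholine at EC100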
# The depositor's hits bear a star; x = no result given. An unsorted share of the library. About 2.8% of those tested had a hit in this group.
SMILES,CRFR2-BP ag,M1 PAM,M5 PAM,CHRM5 antagonist,CHRM1 antagonist,CHRM4 antagonist,M4 PAM,M5 ag,CHRM4 agonist
O=C(Nc1nnc(C2=COCCO2)o1)c1cccc(F)c1,-1.4,-3,-8,1,17,-11,-1,-2,1
CCn1nnnc1SCC(=O)Nc1ccc(OCc2ccccc2)cc1,3.1,7,34*,-12,-7,-7,27*,-4,2
COc1cccc(OCC(=O)NCC2CCCO2)c1 (centres undefined),1.4,-3,-1,1,6,3,0,0,0
c1cncc(CNCc2ccco2)c1,-0.9,9,-3,4,-7,-1,1,-3,0
C#CCN(C[C@H]1[C@H](OC(=O)NCc2ccco2)[C@H](OC(=O)NCc2ccco2)C[C@H]2C(=O)N(c3ccccc3)C(=O)[C@@H]12)S(=O)(=O)c1ccc(C)cc1,1.7,-3,3,8,-5,-3,4,1,1
CC(C)(C)c1ccc(-c2conc2N)cc1,-0.1,-2,7,-10,-5,-7,4,0,-1
COc1cc(C(=O)NCC(c2ccco2)N2CCCC2)ccc1OCc1c(C)noc1C (centres undefined),0.1,6,1,-1,-14,6,1,-2,0
Cc1cc(C)cc(C(=O)NC(CC(N)=O)c2ccc(N3CCC(Cc4ccccc4)CC3)c([N+](=O)[O-])c2)c1 (centres undefined),4.7,5,-1,13,-1,-6,16,-2,-1
CCS(=O)(=O)Nc1cc(-c2nc3cccnc3s2)ccc1C,6.8,4,-5,1,-9,0,-2,1,4
COc1ccc(C2(O)C(=O)Nc3ccc(C)cc32)cc1 (centres undefined),-1.0,10,0,9,-2,-9,-1,-1,1
Cc1ccc(N2C(=O)C3CCC(c4ccccc4)CC3C2=O)cc1 (centres undefined),2.2,-1,-10,14,-6,-9,4,1,6
CCn1c(COc2ccc(Cl)c(C)c2)nnc1SCC(=O)N1CCCC1,-0.1,-6,-5,11,5,11,-7,0,2

# Reformatted with two lines to a compound: two of the compounds above.
# Every second line gives: CRFR2-BP ag | M1 PAM | M5 PAM | CHRM5 antagonist | CHRM1 antagonist | CHRM4 antagonist | M4 PAM | M5 ag | CHRM4 agonist
Cc1cc(C)cc(C(=O)NC(CC(N)=O)c2ccc(N3CCC(Cc4ccccc4)CC3)c([N+](=O)[O-])c2)c1 (centres undefined)
    4.7 | 5 | -1 | 13 | -1 | -6 | 16 | -2 | -1
CCS(=O)(=O)Nc1cc(-c2nc3cccnc3s2)ccc1C
    6.8 | 4 | -5 | 1 | -9 | 0 | -2 | 1 | 4

# The main list resumes; the two compounds before the break are reprinted first.
SMILES,CRFR2-BP ag,M1 PAM,M5 PAM,CHRM5 antagonist,CHRM1 antagonist,CHRM4 antagonist,M4 PAM,M5 ag,CHRM4 agonist
Cc1ccc(N2C(=O)C3CCC(c4ccccc4)CC3C2=O)cc1 (centres undefined),2.2,-1,-10,14,-6,-9,4,1,6
CCn1c(COc2ccc(Cl)c(C)c2)nnc1SCC(=O)N1CCCC1,-0.1,-6,-5,11,5,11,-7,0,2
O=C(Cn1c(=O)c2cccn2c2cccnc21)NCCCN1CCN(c2ccc(F)cc2)CC1,-0.8,4,-4,11,-3,-4,-1,-5,8
COc1ccc(-c2nn(-c3ccccc3)cc2C(=O)NCC(c2cccs2)N2CCOCC2)cc1 (centres undefined),-0.8,6,4,6,-22,0,-3,-1,0
NC(=S)NC1CC2C=CC1C2 (centres undefined),-1.6,1,5,3,-3,0,-2,-3,0
Cc1ccc(NC(=O)NCCN2CCCCC2)cc1Cl,0.9,10,18,-4,-14,4,-2,-5,4
CCOc1ccc(S(=O)(=O)Nc2cccc(N(C)S(C)(=O)=O)c2)cc1,-0.8,-10,-14,17,-16,-3,-3,7,11
O=C(CN(Cc1ccccc1)S(=O)(=O)c1ccc(Br)cc1)NCc1ccco1,-2.9,-2,-3,-7,-9,-9,-3,-7,7
Cn1cnc([N+](=O)[O-])c1Nc1ccccc1O,0.2,7,10,1,-24,-2,18,-1,1
O=C(O)c1cccc(Nc2nc(-c3cc4ccccc4oc3=O)cs2)c1,0.5,3,-7,14,1,2,-2,0,0
CCOC(=O)c1ccc(CN(Cc2ccccc2)S(=O)(=O)c2cccc([N+](=O)[O-])c2)cc1,1.8,3,5,7,-3,1,-2,-4,0
Cn1c(SCC(=O)N2CCCC2)nc2ccccc2c1=O,-1.8,7,-4,-3,-8,7,-3,-3,-1
CSCc1ccc(C(=O)OCc2nc3ccccc3s2)o1,-0.7,-9,-8,12,2,-15,0,-4,3
N#Cc1cc2c(nc1SCc1cccc(Cl)c1)CCCCC2,5.2,-4,-6,2,6,-3,4,-3,0

# Compound profiles (already shown):
# Cc1cc(C)cc(C(=O)NC(CC(N)=O)c2ccc(N3CCC(Cc4ccccc4)CC3)c([N+](=O)[O-])c2)c1 (centres undefined) reads CRFR2-BP ag = 4.7; M1 PAM = 5; M5 PAM = -1; CHRM5 antagonist = 13; CHRM1 antagonist = -1; CHRM4 antagonist = -6; M4 PAM = 16; M5 ag = -2; CHRM4 agonist = -1
# COc1ccc(C2(O)C(=O)Nc3ccc(C)cc32)cc1 (centres undefined) reads CRFR2-BP ag = -1.0; M1 PAM = 10; M5 PAM = 0; CHRM5 antagonist = 9; CHRM1 antagonist = -2; CHRM4 antagonist = -9; M4 PAM = -1; M5 ag = -1; CHRM4 agonist = 1
# CSCc1ccc(C(=O)OCc2nc3ccccc3s2)o1 reads CRFR2-BP ag = -0.7; M1 PAM = -9; M5 PAM = -8; CHRM5 antagonist = 12; CHRM1 antagonist = 2; CHRM4 antagonist = -15; M4 PAM = 0; M5 ag = -4; CHRM4 agonist = 3

# (list continues)
SMILES,CRFR2-BP ag,M1 PAM,M5 PAM,CHRM5 antagonist,CHRM1 antagonist,CHRM4 antagonist,M4 PAM,M5 ag,CHRM4 agonist
COc1cccc(C(=O)Nc2c(F)c(F)c(F)c(F)c2F)c1,0.2,7,2,-5,-5,-2,-1,-5,-1
Cc1ccc(N2C(=O)N(CC(=O)NC(c3ccccc3)c3ccccc3)C(=O)C2C)cc1 (centres undefined),-0.4,2,4,2,-4,-12,6,0,0
O=C(CSc1ccccc1C(=O)O)NCC1CCCCC1,-0.5,9,8,1,2,5,11,0,2
CN1CCN(NC(=O)c2cc(-c3ccc(Br)s3)nc3ccccc23)CC1,1.9,20,2,9,-9,15,-3,-2,4
Cn1nc(-c2ccccc2)cc1NS(=O)(=O)c1ccccc1,-4.5,2,5,1,-5,-5,-10,2,0
Cc1cccc(OCc2nnc(N)s2)c1C,-1.1,4,2,10,-13,-1,5,-1,1
Cc1ccc(CN(C)C(=O)c2cc(COc3cccc(C(F)(F)F)c3)on2)o1,1.0,7,-4,7,-4,13,-1,-6,0
Cc1cc(C(=O)OCC(=O)Nc2ccccc2C#N)c(C)o1,-1.2,9,3,-3,-9,-9,2,3,0
COC(=O)N1C(=O)[C@@](c2ccc(OC)cc2)(C(C)C)N1C(=O)OC,0.9,15,20*,-3,-16,-4,13,3,1
CC(C)C(NS(=O)(=O)c1ccccc1)C(=O)N1CCCCCC1 (centres undefined),-1.1,5,15,-7,-10,-7,2,6,2
O=C(NCCc1ccccc1)C1CCN(S(=O)(=O)c2ccc(-n3cnnn3)cc2)CC1,-0.8,4,-2,-3,-8,14,0,0,2
Cc1ccc(N2CC(C(=O)Nc3ccc4c(c3)OCO4)CC2=O)cc1C (centres undefined),-1.5,2,0,-4,3,-7,2,-2,0
COc1ccccc1NC(=O)CS(=O)(=O)c1cn(CC(=O)N2CCCC2)c2ccccc12,-0.2,5,-2,2,-12,-23,-3,-3,6
Cc1nn(C)c(C)c1/C=C/C(=O)c1ccc(Cl)cc1Cl,-0.2,-5,-18,26,21,6,-3,5,11
O=C(NCc1ccncc1)C(=O)N/N=C/c1ccccn1,-1.5,13,-1,-2,-10,-1,0,-3,-1
O=S1(=O)N=C(N2CCCc3ccccc32)c2ccccc21,-2.1,0,-6,-2,-1,-10,0,-5,0
O=C(Nc1ccccn1)N1CCOCC1,-0.9,6,3,-2,-4,-6,3,-1,0
O=C(NCc1ccccn1)c1ccc(Cn2c(=S)[nH]c3ccccc3c2=O)cc1,0.7,2,-3,-2,-5,-3,-3,4,1
O=C(O)c1cn(Cc2ccccn2)c(=O)c2ccccc12,-1.6,13,-5,2,-15,3,6,0,1
COc1cccc(C2=CC(=O)CC(C)(C)C2)n1,-2.8,7,4,10,-4,12,6,-3,0
COCCSc1nnc(NC(=O)Cc2ccc(OC)cc2)s1,-0.4,3,6,-1,1,6,9,0,0
CCCn1c(=O)n(C)c(=O)c2c(SCC(=O)Nc3cc(C)on3)nc(C(C)(C)C)nc21,-0.3,-9,-3,4,10,9,0,1,3
O=C(COC(=O)c1ccc(Cl)nc1)NNC(=O)c1ccc(Br)cc1,0.2,5,0,3,-7,6,2,2,6
COc1cc(NC(=O)C2(C)CCN2C(=O)C(C)C)cc(OC)c1OC (centres undefined),x,6,2,9,-1,-4,6,3,1

# Single values from above.
# COCCSc1nnc(NC(=O)Cc2ccc(OC)cc2)s1 in M4 PAM is entered as 9
# COc1cccc(C2=CC(=O)CC(C)(C)C2)n1 in CRFR2-BP ag is entered as -2.8
# Cc1nn(C)c(C)c1/C=C/C(=O)c1ccc(Cl)cc1Cl in M4 PAM is entered as -3
# CCCn1c(=O)n(C)c(=O)c2c(SCC(=O)Nc3cc(C)on3)nc(C(C)(C)C)nc21 in M5 PAM is entered as -3
# COc1ccccc1NC(=O)CS(=O)(=O)c1cn(CC(=O)N2CCCC2)c2ccccc12 in CHRM5 antagonist is entered as 2

# Following part:
SMILES,CRFR2-BP ag,M1 PAM,M5 PAM,CHRM5 antagonist,CHRM1 antagonist,CHRM4 antagonist,M4 PAM,M5 ag,CHRM4 agonist
CC(C)c1ccc(NC(=O)c2ccc3c(c2)C(=O)N(Cc2cccnc2)C3=O)cc1,1.2,-12,1,-18,22,4,-6,3,6
COc1cc2c(cc1NC(=O)C(C)N1CCN(S(=O)(=O)c3ccccc3[N+](=O)[O-])CC1)oc1ccccc12 (centres undefined),5.0,7,0,8,-5,-3,17,3,0
COCCCn1c(=O)c2sccc2n(Cc2ccccc2C)c1=O,-0.7,9,-4,4,-13,4,-1,0,0
Cc1ccc(S(=O)(=O)Nc2ccc(O)c3ncccc23)cc1,1.8,-19,-10,10,22,11,-8,6,4
CCCCOC(=O)c1ccc(NC(=O)COC(=O)CSc2nc(C)cc(C)n2)cc1,-0.5,0,-1,-2,2,-7,-3,-1,8
O=C(COC(=O)c1ccc(O)cc1O)c1ccc2c(c1)OCO2,-0.8,5,1,0,-11,-7,6,-2,4
COc1cc(OC)c(-c2nnc(-c3ccc(OC)c(OC)c3OC)o2)cc1OC,0.6,-3,-11,6,5,8,-9,1,3
CN(C1CCCCC1)S(=O)(=O)c1cccc2nsnc12,-0.9,8,1,7,-12,-7,5,-6,3
NC(=O)c1ccc(NC(=S)NCc2ccco2)cc1,0.2,-7,0,2,-7,-3,2,3,2
Cc1cc(=O)oc2cc(OCC(=O)NC3CCN(Cc4ccccc4)CC3)ccc12,0.4,5,1,2,2,4,1,-9,0
O=C(CCCCCN1C(=O)CCC1=O)NCc1ccccc1,-2.8,5,1,6,-7,7,-2,-2,1
COC(=O)/C=C1\OCc2cc(OCc3ccccc3)ccc21,x,x,5,-1,x,-8,6,4,6
CCc1nc(SCC(=O)Nc2ccccc2OC)c2c(C)c(C)sc2n1,4.7,2,4,4,3,-9,-7,-3,1
CCC(C)c1ccccc1NC(=O)CN(CC)CC(=O)Nc1ccc2c(c1)OCCO2 (centres undefined),-1.4,1,4,8,8,-6,1,-1,1
